# Bioassay records from PubChem BioAssay.
# GPR7 antagonist = GPR7 receptor antagonists, primary screen, cell-based, fluorescence, single concentration; GPR7-expressing cells, fluorescence antagonist assay; inhibition, % at 4.4 µM; 1.1% of 290,000 active; AID 1861, 2009; in the data active = inhibition above about 16%, passing the limit was not always enough;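 note: cells stimulated with the agonist NPW; 0% = agonist with vehicle and 100% = vehicle without agonist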
# Target sequence (P48145 whole entry, looked up): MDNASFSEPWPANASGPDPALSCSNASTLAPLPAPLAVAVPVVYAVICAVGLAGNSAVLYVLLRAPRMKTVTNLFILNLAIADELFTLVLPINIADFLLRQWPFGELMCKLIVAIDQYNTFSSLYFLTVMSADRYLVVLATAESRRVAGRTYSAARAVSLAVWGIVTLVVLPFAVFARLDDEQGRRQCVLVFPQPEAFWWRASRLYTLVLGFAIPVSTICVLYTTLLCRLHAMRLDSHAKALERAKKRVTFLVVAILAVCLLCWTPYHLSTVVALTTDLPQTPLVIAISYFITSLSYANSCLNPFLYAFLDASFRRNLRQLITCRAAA
# CHO parental Ca = ATP-evoked calcium signal inhibitors, parental CHO, primary screen, counter-screen for OX1R antagonist project, cell-based, fluorescence, Fluo-8 calcium dye. parental CHO-K1, ATP-induced calcium, Fluo-8 fluorescence. inhibition, % at 5.6 µM. 0.63% of 330,000 active;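 active = inhibition above that plate's mean sample inhibition plus 3 SD, cut at about 26% in these data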;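 note: 0% = ATP-challenged DMSO wells and 100% = DMSO wells without ATP; some compounds past the cut are filed as inactive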
#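 Test system: parental CHO cells; detection: calcium-sensitive Fluo-8 fluorescence; evaluation: percent inhibition of calcium signal; also added: ATP as calcium-mobilizing challenge; repeats: one well per compound; control set: ATP-challenged DMSO wells low, unchallenged DMSO wells high; compound: single nominal dose of 5.6 µM per compound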
# TAAR1 antag = human TAAR1 antagonists, primary screen, Fluo-8 calcium fluorescence, CHO RD-HGA16 cells | Trace amine-associated receptor 1 (Homo sapiens), Q96RJ0 | antagonist | inhibition, % at 3 µM | 1.5% of 360,000 active | AID 624466, 2012;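 active = inhibition above a per-plate cutoff, the mean inhibition of test compounds on that plate plus 3 SD, cut at about 49% in these data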;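 note: 0% = DMSO plus EC80 beta-PEA response and 100% = DMSO alone without agonist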
# Target sequence (Q96RJ0 whole entry, looked up): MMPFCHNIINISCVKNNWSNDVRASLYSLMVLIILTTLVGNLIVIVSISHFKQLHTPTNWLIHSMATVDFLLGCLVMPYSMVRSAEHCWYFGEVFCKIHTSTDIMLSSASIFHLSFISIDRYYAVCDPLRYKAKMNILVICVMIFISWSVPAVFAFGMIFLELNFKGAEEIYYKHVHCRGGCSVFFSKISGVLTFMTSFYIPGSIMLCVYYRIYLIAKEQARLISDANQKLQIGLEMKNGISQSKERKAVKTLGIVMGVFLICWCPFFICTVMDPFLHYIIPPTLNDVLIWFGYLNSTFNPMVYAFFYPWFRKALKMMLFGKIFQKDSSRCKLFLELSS
#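 Test system – hTAAR1-expressing CHO RD-HGA16 cells, Gα16-coupled · Reagent – β-PEA at EC80 concentration, post-compound challenge · Compound dosing – 3 µM, single point · Timing – 140 s kinetic read after compound, 140 s after agonist · Detection – Fluo-8 intracellular calcium dye fluorescence, real-time kinetic reads · Control set – DMSO and EC80 PEA controls · Repeats – n of 1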
# V1aR counter = agonists of human V1a receptor, primary screen, counter-screen for OXTR agonist project, fluorescence, CHO-V1R cells; Fluo-8 calcium fluorescence, agonist mode; 0% DMSO, 100% 3 nM vasopressin; activation, % at 3 µM; 0.25% of 320,000 active; AID 2797, 2010;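 active = activation above the mean activation of all tested compounds plus 3 SD, per screening run, cut at about 20% in these data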;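 note: signal is peak over basal fluorescence ratio across a 100 second FLIPR read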
# CHO-K1 Ca antag = counter-screen for M1 antagonists: effect in parental CHO-K1 cells | ATP-induced calcium, Fluo-8 fluorescence | inhibition, % at 3 µM | 0.6% of 360,000 active;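 active = inhibition above a per-plate cutoff, the plate's mean sample inhibition plus 3 SD, cut at about 24% in these data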;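 note: 0% = DMSO plus EC80 ATP and 100% = DMSO alone without ATP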
# OXTR potentiate = human OXTR potentiators, primary screen, fluorescence, CHO-OTR cells, Fluo-8 calcium; Fluo-8 calcium fluorescence, potentiator mode; 0% = oxytocin EC15, 100% = EC100; activation, % at 3 µM; 0.061% of 320,000 active; AID 2445, 2010;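 active = activation above that plate's cutoff, the mean activation of tested compounds plus 3 SD, cut at about 6.6% in these data, passing the limit was not always enough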;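 note: 100% uses oxytocin at 75 nM as the full agonist control; some results filed as inactive read as strong as hits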
# Target sequence (P30559 whole entry, looked up): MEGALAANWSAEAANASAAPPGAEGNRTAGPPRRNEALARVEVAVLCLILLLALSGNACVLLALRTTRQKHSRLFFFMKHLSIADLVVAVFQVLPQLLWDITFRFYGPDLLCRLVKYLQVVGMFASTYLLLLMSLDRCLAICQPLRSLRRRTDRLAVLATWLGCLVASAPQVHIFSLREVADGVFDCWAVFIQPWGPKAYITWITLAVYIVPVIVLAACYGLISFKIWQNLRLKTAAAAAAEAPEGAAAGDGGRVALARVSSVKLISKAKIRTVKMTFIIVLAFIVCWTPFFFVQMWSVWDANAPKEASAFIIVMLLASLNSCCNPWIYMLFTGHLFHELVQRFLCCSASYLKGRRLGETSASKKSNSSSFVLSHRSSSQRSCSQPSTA
#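 test system = CHO-OTR cells, human receptor | compound = single-point 3.0 µM | schedule = 6 min compound pre-incubation at room temperature, 100 s kinetic read | signal = Fluo-8 no-wash calcium dye fluorescence, excitation 470-495 nm, emission 515-575 nm | repeats = single well per compound, singlicate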
# OXTR agonist = human OXTR agonists, primary screen, fluorescence, CHO-OTR cells, Fluo-8 calcium | 0.32% of 320,000 active | activation, % at 3 µM | Fluo-8 calcium fluorescence; normalized: DMSO 0%, oxytocin 100%;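 active = activation above the mean of all tested compounds plus 3 SD, cutoff set per screening run, cut at about 20% in these data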;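 note: peak over basal fluorescence ratio from a 100 s FLIPR kinetic read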
# CHO-K1 Ca PAM = nonselective calcium activators in parental CHO-K1 cells, primary screen, counter-screen for M1 PAM project, cell-based, Fluo-8 calcium fluorescence, full deck, 1536-well. activation, % at 3 µM. ATP EC20; 0% at ATP EC20, 100% at ATP max. 0.02% of 360,000 active. AID 602247, 2012;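 active = activation above the run cutoff, the mean activation of all test compounds plus 3 SD, cut at about 40% in these data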;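 note: peak over basal fluorescence ratio in a 140 s read after ATP addition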
# CHO-K1 Ca ag = counter-screen for M1 agonists: effect in parental CHO-K1 cells; Fluo-8 calcium fluorescence; scaled to maximal ATP response, vehicle zero; activation, % at 3 µM; 0.48% of 360,000 active; AID 602248, 2012; in the data active = activation above about 15%;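 note: untransfected CHO-K1 host cells lacking M1 receptor as counterscreen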
# An asterisk follows results filed as active; nt = no result given.
SMILES,GPR7 antagonist,CHO parental Ca,TAAR1 antag,V1aR counter,CHO-K1 Ca antag,OXTR potentiate,OXTR agonist,CHO-K1 Ca PAM,CHO-K1 Ca ag
COc1cc(CC(=O)OCC(=O)Nc2ncc(Cl)cc2Cl)cc(OC)c1OC,-6,-40,-4,1.1,-5,-5,1.2,17,1.4
Cc1ccc(CSc2ncnc3c2cnn3-c2ccc(C)cc2)cc1,-3,-3,-1,0.4,1,5,-0.1,13,-0.2
Cc1cccc(C)c1OCC(=O)NCc1nnc(SCC(=O)NC2CCCCC2)n1C,-5,-4,14,-0.3,-3,5,-1.7,16,0.2
CCCCn1c(N)c(N(CC(C)C)C(=O)COC(=O)Cc2c(C)nc3ccccc3c2C)c(=O)[nH]c1=O,8,-4,-22,0.9,-11,-6,-1.0,1,0.0
COc1cccc(OC)c1C(=O)Nc1c(C(=O)N2CCN(C)CC2)oc2ccccc12,-9,-14,2,1.1,-6,-9,1.8,4,0.6
Fc1ccc(/C=N/NC(=S)Nc2cccnc2)cc1,-7,-5,-17,-0.7,16,-6,-1.2,-21,-0.8
COc1ccc(C2CC(c3cccs3)=NN2C(=O)c2ccco2)cc1OC (stereo unspecified),-8,-7,-31,1.9,-10,-2,1.6,10,1.5
COc1cc2cc(C(=O)O)[nH]c2c(OC)c1OC,-6,-14,-14,0.5,-12,0,0.5,17,0.5
Cn1cccc1CNC(=S)Nc1ccccc1Cl,-20,-4,-24,-0.2,0,-2,-0.4,-13,0.1
Cc1cccc(C)c1NC(=O)CN(C)C(=O)c1cc(S(=O)(=O)N2CCOCC2)ccc1N1CCCC1,nt,-18,7,-0.2,-5,-9,-0.7,-1,0.3
CCCn1c(SCC(=O)Nc2nnc(C)s2)nnc1C1CC1,-15,-6,-39,1.2,-3,-4,0.2,-16,0.1
C[C@@H]1CN([C@H](C)CO)C(=O)CCCn2cc(nn2)CO[C@H]1CN(C)C(=O)C1CCCCC1,nt,nt,-13,nt,18,nt,nt,2,0.2
CC(CCc1ccccc1)NC(=O)c1cccnc1 (stereo unspecified),4,-7,2,-0.1,-14,-11,-0.1,20,1.4
COc1ccc(Cl)cc1NC(=O)COC(C)=O,-10,3,16,0.3,-14,-3,0.3,9,0.3
O=C1C2C(C(=O)N1c1ccc3c(c1)OCO3)C1C=CC2C12CC2 (stereo unspecified),-16,-15,-5,-0.4,-8,2,-0.6,3,-0.6
COc1ccc(C/C(C)=N/NC(=S)Nc2ccccc2)cc1,-13,-32,-3,0.9,-7,-1,-0.3,10,0.2
Clc1ccc(-c2cc(C3CCNCC3)[nH]n2)cc1,18,-17,18,1.8,-2,1,1.0,18,0.7
O=C(Nc1cccc(S(=O)(=O)N2CCOCC2)c1)C1CCN(S(=O)(=O)c2ccccc2)CC1,nt,-9,-5,1.7,-10,-5,0.7,19,1.1
Cc1nn(-c2ccccc2)c(Cl)c1/C=C1\SC(=S)N(CCCCCC(=O)O)C1=O,3,11,-10,3.7,-16,-2,1.6,31,2.2
COCCNC(=O)C(C)N(c1ccc(OC)cc1)S(C)(=O)=O (stereo unspecified),-8,-2,-14,0.8,-5,-4,0.5,17,0.3
CCOC(=O)N1CCN(C(=O)C(=O)Nc2sc3c(c2C(N)=O)CC(C)(C)OC3)CC1,-9,-2,-16,-0.7,5,2,-1.5,7,12
Cc1ccc(S(=O)(=O)N(CC(=O)Nc2cccnc2)c2cccc([N+](=O)[O-])c2)cc1,-2,-15,21,1.0,-4,-9,-1.4,-6,1.5
CCC(C)NC(=O)CSc1nnc(-c2c[nH]c3ccccc23)o1 (stereo unspecified),5,3,1,1.1,-14,1,1.7,7,1.0
Cc1nc(C(=O)N(C)C)nn1-c1cc(Cl)ccc1Cl,-5,0,-4,-0.7,3,-3,-0.4,-1,0.1
CC(C)NS(=O)(=O)c1ccc(CCC(=O)N2CCc3ccccc3C2)cc1,3,-27,-12,0.6,-3,9,-0.1,11,0.9
CCOC(=O)N1CCN(C(=O)CSc2ccc(-c3ccncc3)nn2)CC1,-3,-10,-17,0.1,-20,0,0.5,19,1.4
CN(C)c1ccc(C(=O)/C=C/c2ccco2)cc1,-6,-16,-2,0.6,-4,-7,-2.6,14,0.6
Cc1[nH]c2ccc(-c3nnc(SCC(=O)NCc4ccco4)n3Cc3ccccc3)cc2c1C,-11,-23,10,4.6,3,-19,4.3,3,1.4
O=C(CCCc1cccs1)N1CCN(S(=O)(=O)c2ccccc2Br)CC1,29*,-6,6,4.3,12,-14,1.6,-2,1.0
Cc1ccc(-n2c(C)cc(/C=N/NC(=O)c3ccncc3)c2C)c(C)c1,-4,-16,11,-0.6,-14,-9,-0.9,10,1.6
CC[n+]1c(/C=C2\Sc3ccccc3N2C)ccc2cccc(C)c21,1,nt,40,nt,31*,nt,nt,8,19*
O=C(N/N=C/c1ccco1)c1ccc(N2CCCC2=O)cc1,-7,-6,-8,-0.5,2,-6,0.5,20,1.1
O=C(CN(Cc1ccco1)C(=O)c1cc(=O)[nH]c2ccccc12)Nc1ccccc1Br,-7,-18,8,-0.9,-14,-3,-2.0,19,2.4
C=CCN1[C@@H](Cc2ccccc2)COc2cc(N3CCSCC3)ccc2S1(=O)=O,nt,nt,2,nt,-20,nt,nt,13,1.5
CC(C)C[C@H]1CN(CCCC[C@@H]2CNC(=O)C(=O)N2Cc2ccccc2)C(=O)C(=O)N1Cc1ccccc1,nt,nt,12,nt,-11,nt,nt,11,0.8
CC(=O)N1CCN(c2ccccc2NC(=O)c2ccc3ccccc3c2)CC1,-1,-10,23,4.9,-7,-5,3.5,9,4.6
Cc1c(NC(=O)COC(=O)C2CC3C=CC2C3)c(=O)n(-c2ccccc2)n1C (stereo unspecified),-8,-7,7,1.5,11,-6,0.0,-4,-0.4
COc1ccc(Cn2c(=O)n(Cc3ccco3)c(=N)c3c4c(sc32)COC(C)(C)C4)cc1,0,-33,-22,1.3,-14,8,-1.4,14,-0.2
COc1cc2c(cc1OC)CN(CC(=O)Nc1ccccc1SC)CC2,0,-2,3,0.2,-3,-11,0.5,-1,0.3
COc1ccc(NC(=O)N(CCCN(C)C)Cc2cc3cc(OC)ccc3[nH]c2=O)cc1,-10,0,-13,1.2,-2,-7,0.5,17,2.6
CCCCCCC1CCC(c2nc(-c3ccncc3)no2)CC1 (stereo unspecified),-1,6,13,0.3,-1,-1,0.7,13,0.2
Oc1ccc(C[C@H]2CN([C@@H](Cc3ccccc3)CN3CCC[C@@H]3CN3C(=S)NC[C@@H]3Cc3ccccc3)C(=S)N2CC2CCCCC2)cc1,nt,nt,-16,nt,6,nt,nt,10,0.5
Cc1ccccc1SCC(=O)NCCCn1ccnc1,-6,6,9,2.3,-6,-10,0.7,3,0.7
Cc1ccc(S(=O)(=O)N2CCCCC2)cc1C(=O)N(C)CC(=O)Nc1ccc(Cl)c(C(F)(F)F)c1,21,-8,-5,-0.3,11,-1,-0.1,-4,4.0
COc1cccc(NC(=O)N(Cc2cc3cc(C)cc(C)c3[nH]c2=O)CC2COCCO2)c1 (stereo unspecified),-13,-16,-8,0.8,1,-2,-0.7,6,1.5
COc1cccc(-c2cc(C(=O)NC3CCCCC3)no2)c1,7,-23,-8,3.6,-20,1,0.0,17,-0.2
Nn1cnc2c([nH]c3ccccc32)c1=O,1,-2,-24,0.3,3,-2,0.0,-2,0.5
O=c1oc2ccccc2c(O)c1C=Nc1cccnc1,5,-8,-34,0.2,-19,-4,-0.2,-3,1.5
CCC1CCC(NC(=O)Nc2cccc(OC)c2)CC1 (stereo unspecified),-8,-21,-4,1.8,-2,-2,-2.2,15,2.5
COc1cccc(Nc2nnc(SCC3CCCCO3)s2)c1 (stereo unspecified),5,-19,11,-0.5,-2,-23,-1.7,2,0.7
O=C1COc2ccc(S(=O)(=O)N3CCN(c4cccc(Cl)c4)CC3)cc2N1,14,-17,-12,0.0,-14,-10,0.6,6,-0.2
CNC(=S)N/N=C/c1ccc(C(C)C)cc1,-5,-6,-11,-1.7,-6,-5,-1.8,3,-0.4
O=S(=O)(/N=C(/Nc1cccc2ccccc12)c1ccccc1)c1ccccc1,-12,-19,-25,-1.2,-5,-6,-1.8,8,-0.2
Cc1ccc(C(=O)N2CCN(S(=O)(=O)c3ccc(C)cc3)CC2)cc1,0,-13,1,0.1,2,2,2.1,5,0.8
Cc1cccc(Nc2nnc(SCC(=O)Nc3cccc(S(=O)(=O)N4CCCCC4)c3)s2)c1,-9,-13,13,-0.2,6,-6,-1.2,1,2.4
COc1ccc(-n2c(=O)c(CCC(=O)N(C)Cc3ccccc3C)nc3ccccc32)cc1,14,-23,-5,0.4,-24,-20,0.6,12,1.9
C[C@@H]1CN([C@@H](C)CO)C(=O)c2cc(NC(=O)C3CCCCC3)ccc2O[C@@H](C)CCCCO[C@@H]1CN(C)C(=O)CCCN(C)C,nt,nt,-2,nt,-7,nt,nt,19,0.3
CCOc1ccc(C(=O)N2CCN(c3cccc(C)c3C)CC2)cc1,2,-19,16,-1.5,-7,-7,-1.7,22,0.6
O=C(COC(=O)C1CC(=O)N(Cc2ccccc2)C1)Nc1cccc([N+](=O)[O-])c1 (stereo unspecified),nt,-7,17,3.2,-19,-2,2.5,23,2.0
CC(CN1CCCCC1)OC(=O)Cc1ccc(Cl)cc1 (stereo unspecified),0,-4,10,0.6,3,0,0.5,-5,0.0
Cc1ccc(S(=O)(=O)NCC(=O)OCC(=O)N2N=C(c3ccc(Cl)cc3)CC2c2ccco2)cc1C (stereo unspecified),0,-8,-15,1.4,-11,-4,0.6,30,1.3

# Reprinted at random: 2 compounds from above, in no set order.
SMILES,GPR7 antagonist,CHO parental Ca,TAAR1 antag,V1aR counter,CHO-K1 Ca antag,OXTR potentiate,OXTR agonist,CHO-K1 Ca PAM,CHO-K1 Ca ag
COc1cccc(NC(=O)N(Cc2cc3cc(C)cc(C)c3[nH]c2=O)CC2COCCO2)c1 (stereo unspecified),-13,-16,-8,0.8,1,-2,-0.7,6,1.5
O=C(N/N=C/c1ccco1)c1ccc(N2CCCC2=O)cc1,-7,-6,-8,-0.5,2,-6,0.5,20,1.1
